# DENV2 CPE = inhibitors of DENV2 cytopathic effect. CPE inhibition, % at 9.99 µM. DENV2-infected cells, cytopathic effect rescue, plate reader. AID 651640. 350,000 tested, 1.7% active; in the data active = CPE inhibition above about 20%, passing the limit was not always enough; inconclusive = no clear call, values can overlap the other calls; tested in BHK-21 cells;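 also: 0% = median of neutral control wells and 100% = median of positive control wells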
# ERAP1 HTS inh = ERAP1 (human) enzyme inhibition; recombinant ERAP1, Leu-AMC fluorescence, 60 min; inhibition, % at 10.7 µM; 340,000 tested, 0.15% active; AID 652197;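 active = mean replicate inhibition of at least 30%, or all replicates individually reaching that 30% level; inactive = mean below 30% and not every replicate reaching it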;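 also: 0% = neutral control wells and 100% = L-leucinethiol positive control wells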
# Target sequence (Q9NZ08 whole entry, looked up): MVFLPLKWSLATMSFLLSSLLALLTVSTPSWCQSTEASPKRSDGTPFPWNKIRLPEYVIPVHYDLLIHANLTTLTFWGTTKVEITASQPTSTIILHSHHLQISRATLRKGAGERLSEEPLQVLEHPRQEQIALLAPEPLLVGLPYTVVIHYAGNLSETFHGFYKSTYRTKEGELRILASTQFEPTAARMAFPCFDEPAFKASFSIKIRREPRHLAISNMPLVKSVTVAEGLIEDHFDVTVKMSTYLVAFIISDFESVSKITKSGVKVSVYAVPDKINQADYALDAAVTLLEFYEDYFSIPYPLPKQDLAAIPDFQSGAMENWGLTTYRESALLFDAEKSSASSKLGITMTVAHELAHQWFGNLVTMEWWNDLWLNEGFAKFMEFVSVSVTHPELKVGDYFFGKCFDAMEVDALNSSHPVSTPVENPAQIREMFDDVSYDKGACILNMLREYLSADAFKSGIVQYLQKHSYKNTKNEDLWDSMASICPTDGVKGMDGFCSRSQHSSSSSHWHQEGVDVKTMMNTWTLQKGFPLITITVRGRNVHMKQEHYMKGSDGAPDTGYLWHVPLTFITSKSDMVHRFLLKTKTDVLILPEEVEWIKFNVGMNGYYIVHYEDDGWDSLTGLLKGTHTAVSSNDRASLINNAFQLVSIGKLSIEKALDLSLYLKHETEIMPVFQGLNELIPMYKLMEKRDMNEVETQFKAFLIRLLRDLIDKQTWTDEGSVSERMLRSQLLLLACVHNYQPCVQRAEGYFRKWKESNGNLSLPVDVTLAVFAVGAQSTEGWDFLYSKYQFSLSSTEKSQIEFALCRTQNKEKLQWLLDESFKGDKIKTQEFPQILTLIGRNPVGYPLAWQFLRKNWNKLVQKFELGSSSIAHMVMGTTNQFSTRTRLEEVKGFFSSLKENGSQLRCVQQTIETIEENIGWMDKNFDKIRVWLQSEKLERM
# CFTR F508del cor = CFTR F508del correction in bronchial cells; activity (quench increase), % at 7.58 µM; CFBE cells, YFP halide quenching; stimulated with forskolin plus potentiator P3; % fluorescence drop versus neutral controls; 350,000 tested, 0.36% active;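 active = mean added fluorescence quench of at least 8% versus neutral control, with both replicates also reaching 8%; inconclusive = only one of the mean or replicate conditions met; inactive = mean below 8% and not both replicates reaching 8%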;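 also: cells transiently co-express mutant CFTR-F508del with the halide-sensitive YFP; corrector assay measuring rescue of mutant channel to the surface after 24 h compound exposure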
# ERp5 inh = blocks human ERp5 reductase activity on insulin | 350,000 tested, 0.05% active | ERp5 insulin aggregation, absorbance 650 nm, 90 min | inhibition, % at 9.99 µM;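 active = mean replicate inhibition above about 25%, with every replicate also reaching it, limit read from the data, passing the limit was not always enough; inconclusive = only one of those two criteria met; inactive = neither criterion met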
# SIRT5 block = sirtuin-5 (human) deacylase inhibition; AID 652115; inhibition, % at 15 µM; Q9NXA8; 330,000 tested, 1.1% active; Purified SirT5, succinyl-peptide AMC, trypsin-coupled fluorescence; in the data active = inhibition above about 15%; inconclusive = no clear call, values can overlap the other calls
# Casp6 inh = blocks human caspase-6 cleavage activity. P55212. purified caspase-6, Z-VEID-R110 cleavage fluorescence. inhibition, % at 12.5 µM. 350,000 tested, 0.53% active;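 active = mean inhibition across replicates at least about 35%, with every replicate also reaching that limit, limit read from the data; inconclusive = only one of the two criteria met; inactive = neither criterion met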;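 also: 0% = median of neutral control wells and 100% = no fluorescence left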
# miR-122 sensor = inhibitors of miR-122 in Huh7 cells. Huh7 miR-122 Renilla luciferase sensor, 48 h; neutral wells = 0, positive control = 100. activation (reporter increase), % at 12.5 µM. 340,000 tested, 0.3% active;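 active = mean replicate activation score at least 90 and every replicate individually at or above 90; inconclusive = only one of the two criteria met; inactive = neither criterion met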;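 also: higher luciferase means less miR-122 activity so hits act as miR-122 inhibitors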
# Active calls of the source: *; ? = inconclusive; · = no result given; [ ] = remark or other dose. Compounds as they come (roughly 4% active in at least one column).
ERAP1 HTS inh	Casp6 inh	miR-122 sensor	SIRT5 block	DENV2 CPE	ERp5 inh	CFTR F508del cor	SMILES
-3	13	-6	·	-4	-4	-2.0	CCOc1ccc(OCCC(=O)Nc2ccccc2C(=O)NC2CC2)cc1
5	43*	-1	-5	-5	2	4.5	COc1cc(OC)c(-c2nn3c(C4CCCCC4)nnc3s2)cc1OC
2	2	5	-1	-2	-7	2.6	O=C(CN(c1ccccc1)S(=O)(=O)c1ccc(Cl)cc1)Nc1ccccc1C(=O)N1CCCC1
-2	1	-4	0	-2	-4	1.3	Brc1ccc(CSc2ncnc3nc[nH]c23)cc1
4	1	·	0	-10	1	-6.4	COc1ccccc1NC(=S)NCC1CCC(CNC(=S)Nc2ccccc2OC)CC1 (configuration not stated)
2	2	-13[16.7 µM]	10	-4	-3	-3.9	C[C@@H]1CCCCO[C@H](CN(C)C(=O)Nc2cccc3ccccc23)[C@@H](C)CN([C@@H](C)CO)C(=O)c2cc(NC(=O)c3ccccc3)ccc2O1
1	5	-8[16.7 µM]	9	-1	2	0.3	COc1ccc(S(=O)(=O)N(C)C[C@@H]2Oc3c(NC(=O)NC4CCCCC4)cccc3C(=O)N([C@H](C)CO)C[C@H]2C)cc1
2	-1	·	-5	1	4	·	CCOC(=O)c1cc(-c2ccccc2)sc1NC(=O)C(C)C
0	12	9	-1	-13	-3	-1.5	COc1cccc(/C=C2/SC(=S)N(CC(=O)NNC(=O)c3ccccc3O)C2=O)c1
-4	0	·	-2	1	?	0.4	CC(=O)Oc1cccc(-c2nc3ccccc3c(=O)o2)c1
-5	-5	·	-5	·	0	0.0	CC(C)(C)NCC(O)COc1ccc(Br)cc1 (configuration not stated)
0	6	1[16.7 µM]	?	-2	3	0.3	C/C=C/c1cnc2c(c1)C(=O)N([C@@H](C)CO)C[C@@H](C)[C@@H](CN(C)C(=O)Nc1cccc(OC)c1)O2
3	-2	6	-2	12	2	-1.1	CC(C)(C)OC(=O)CN1C(=O)NC(Cc2c[nH]c3ccccc23)C1=O (configuration not stated)
-1	0	·	-11	1	3	-3.2	C/C(=N/NC(=O)CCc1c(C)n[nH]c1C)c1cccc([N+](=O)[O-])c1
-4	-5	-11	7	9	1	-5.0	CCN(CC)c1ccc(NC(=O)CN2CCN(CC(=O)Nc3ccccc3OC)CC2)cc1
-2	-1	-5	-3	2	0	-0.5	COc1ccc(CC(=O)Nc2nc(-c3ccc(F)c(F)c3)cs2)cc1
9	1	-4	2	8	5	-14	CC(C)(C)C(=O)/C=c1\s/c(=C\c2ccc(-c3ccc([N+](=O)[O-])cc3)o2)c(=O)n1CC(=O)NC(N)=O
-3	-9	3	-4	4	2	-3.6	Cc1ccc2[nH]c3c(c2c1)CNCC3
-3	11	-3	-2	0	3	1.1	CCCCCCn1c(=O)n2n(c1=O)C[C@]1(OC(=O)Nc3cccs3)CN(S(=O)(=O)c3ccc(C)cc3)C[C@]1(O)C2
-3	-6	·	0	8	-6	·	C=CCNc1nc(=S)[nH]c2cc(OC)c(OC)cc12
-7	-4	·	-1	-6	2	1.3	CC(=O)Nc1ccc(-c2csc(NC(=O)C3CC(=O)N(c4ccc5c(c4)OCCO5)C3)n2)cc1 (configuration not stated)
0	-1	7	-1	16	5	-3.2	Cc1ccc(Cl)cc1NS(=O)(=O)c1cn(C)nc1C
3	0	-5	0	-5	9	0.6	Cc1ccc(C(=O)N/C(=C\c2cn(S(=O)(=O)N(C)C)c3ccccc23)C(=O)N2CCCC2)cc1
2	-2	-9	-1	7	1	0.9	CC(C)(C)C(=O)CSc1ccc(S(=O)(=O)N2CCN(Cc3ccccc3)CC2)cn1
2	4	-8	2	2	0	-2.3	Cc1c(Cl)cccc1NC(=O)Cn1c(CCC(=O)O)ccc1-c1ccccc1
0	1	7	-3	1	3	-0.5	CCC(=O)N(Cc1cc(=O)[nH]c2ccccc12)c1ccccc1C
21	0	-4	·	2	0	-1.1	Cn1ccc2c(-c3cncc4ccccc34)cc3c(c21)C1CCC3C1 (configuration not stated)
-1	-9	·	1	·	3	0.3	C[C@H]1CN([C@@H](C)CO)C(=O)c2ccccc2-c2ccccc2CO[C@H]1CN(C)S(=O)(=O)c1ccc(C#N)cc1
-7	-4	9[16.7 µM]	-1	4	-1	-3.1	Cc1ccccc1-c1cnc2c(c1)C(=O)N([C@@H](C)CO)C[C@H](C)[C@@H](CN(C)C(=O)CN(C)C)O2
0	-1	·	-1	0	-7	3.4	N#Cc1ccccc1S(=O)(=O)N1CCN(CC(=O)Nc2ccnn2C2CCCC2)CC1
-2	0	-11[16.7 µM]	-4	3	-6	-0.3	O=C(C[C@@H]1CC[C@H]2[C@@H](COC[C@H](O)CN2Cc2cccc(-c3ccncc3)c2)O1)N1CCCCC1
-1	2	·	-3	10	5	1.9	C[C@@H]1CN([C@@H](C)CO)C(=O)c2cc(C3=CCCC3)cnc2O[C@@H]1CN(C)Cc1cccnc1
0	-2	2[16.7 µM]	8	7	-7	-3.6	C[C@H](O)C#Cc1ccc2c(c1)O[C@@H](CN(C)Cc1ccccc1)[C@H](C)CN([C@H](C)CO)S2(=O)=O
·	-3	4	·	0	8	-4.0	Cc1cc(Nc2cccc(Cl)c2C)n2ncnc2n1
-2	2	2[16.7 µM]	-5	7	-3	0.2	O=C(NC1CCCC1)[C@H]1[C@H](CO)[C@H]2Cn3c(ccc(-c4cccnc4)c3=O)[C@@H]1N2CCc1ccccc1
-3	0	·	-2	5	2	-2.3	O=C(COC(=O)Cc1ccsc1)Nc1ccc(Br)cc1
2	-2	8[16.7 µM]	-2	1	0	0.0	Cc1noc(C)c1NC(=O)Nc1ccc2c(c1)C(=O)N(C)[C@@H]1CC[C@H](CC(=O)N[C@@H]3CCN(Cc4ccccc4)C3)O[C@@H]1CO2
-2	-1	·	·	-6	6	4.9	Cc1cc2c(nc1C)CCCN2S(=O)(=O)c1ccccc1
-5	3	·	0	4	5	-2.0	COC(=O)NNC1=CC(=O)CC(C)(C)C1
3	2	2	-2	-2	3	0.4	CC(=O)c1sc(NC(=O)c2cnc(Cl)c(Cl)c2)nc1C

# A different layout for 12 compounds above.
Molecule | ERAP1 HTS inh | Casp6 inh | miR-122 sensor | SIRT5 block | DENV2 CPE | ERp5 inh | CFTR F508del cor
Cc1ccccc1-c1cnc2c(c1)C(=O)N([C@@H](C)CO)C[C@H](C)[C@@H](CN(C)C(=O)CN(C)C)O2 | -7 | -4 | 9[16.7 µM] | -1 | 4 | -1 | -3.1
N#Cc1ccccc1S(=O)(=O)N1CCN(CC(=O)Nc2ccnn2C2CCCC2)CC1 | 0 | -1 | · | -1 | 0 | -7 | 3.4
O=C(C[C@@H]1CC[C@H]2[C@@H](COC[C@H](O)CN2Cc2cccc(-c3ccncc3)c2)O1)N1CCCCC1 | -2 | 0 | -11[16.7 µM] | -4 | 3 | -6 | -0.3
C[C@@H]1CN([C@@H](C)CO)C(=O)c2cc(C3=CCCC3)cnc2O[C@@H]1CN(C)Cc1cccnc1 | -1 | 2 | · | -3 | 10 | 5 | 1.9
C[C@H](O)C#Cc1ccc2c(c1)O[C@@H](CN(C)Cc1ccccc1)[C@H](C)CN([C@H](C)CO)S2(=O)=O | 0 | -2 | 2[16.7 µM] | 8 | 7 | -7 | -3.6
Cc1cc(Nc2cccc(Cl)c2C)n2ncnc2n1 | · | -3 | 4 | · | 0 | 8 | -4.0
O=C(NC1CCCC1)[C@H]1[C@H](CO)[C@H]2Cn3c(ccc(-c4cccnc4)c3=O)[C@@H]1N2CCc1ccccc1 | -2 | 2 | 2[16.7 µM] | -5 | 7 | -3 | 0.2
O=C(COC(=O)Cc1ccsc1)Nc1ccc(Br)cc1 | -3 | 0 | · | -2 | 5 | 2 | -2.3
Cc1noc(C)c1NC(=O)Nc1ccc2c(c1)C(=O)N(C)[C@@H]1CC[C@H](CC(=O)N[C@@H]3CCN(Cc4ccccc4)C3)O[C@@H]1CO2 | 2 | -2 | 8[16.7 µM] | -2 | 1 | 0 | 0.0
Cc1cc2c(nc1C)CCCN2S(=O)(=O)c1ccccc1 | -2 | -1 | · | · | -6 | 6 | 4.9
COC(=O)NNC1=CC(=O)CC(C)(C)C1 | -5 | 3 | · | 0 | 4 | 5 | -2.0
CC(=O)c1sc(NC(=O)c2cnc(Cl)c(Cl)c2)nc1C | 3 | 2 | 2 | -2 | -2 | 3 | 0.4

# (more compounds)
ERAP1 HTS inh	Casp6 inh	miR-122 sensor	SIRT5 block	DENV2 CPE	ERp5 inh	CFTR F508del cor	SMILES
-6	-4	·	·	-2	-8	2.4	CC(C)(C)OC(=O)C[C@@H]1C/C=C\C[C@H](CC(=O)NCCO)C(=O)N[C@@H](Cc2ccccc2)COC1=O
-1	1	·	-2	-8	-1	·	CCc1nc2scc(-c3ccc(C)cc3)c2c(=O)n1N
1	1	13[16.7 µM]	2	6	-5	-5.8	COc1ccc(NC(=O)N(C)C[C@H]2OCCCC[C@H](C)Oc3ccc(NS(=O)(=O)c4ccccc4)cc3C(=O)N([C@@H](C)CO)C[C@@H]2C)cc1
4	0	·	-1	-14	3	-2.2	N=C1/C(=C/c2cccn2-c2ccc([N+](=O)[O-])cc2)C(=O)N=C2SC=CN12
2	0	-8[16.7 µM]	1	-1	-8	-0.5	CO[C@@H]1CN(C)C(=O)c2cc(NC(=O)c3ccc(F)cc3)ccc2OC[C@@H](C)N(C(C)=O)C[C@H]1C
-1	-1	3	-5	4	-2	3.4	O=C(CCCc1cccs1)NCCc1c[nH]c2ccccc12
0	3	-1	-1	-11	-16	-0.1	O=C(COc1ccccc1[N+](=O)[O-])NCC1(N2CCOCC2)CCCCC1
0	2	·	-3	0	0	2.8	Cc1ccc(S(=O)(=O)N2CCN(C(=O)c3ccccn3)CC2)cc1
2	1	-2	-1	7	-4	0.0	Cc1ccc2c(c1)nnn2C1CCN(C(=O)NCc2ccccc2)CC1
4	-1	2	-7	-2	-7	-0.8	CCOC(=O)c1oc2ccccc2c1NC(=O)COc1ccc(F)cc1
-1	0	1[16.7 µM]	0	-1	5	·	CCCC(=O)Nc1ccc2c(c1)C(=O)N(C)C[C@@H](OC)[C@@H](C)CN(CCC)[C@@H](C)CO2
1	-1	16	-1	-5	-3	-3.4	c1ccc(-n2ncc3c(NCc4ccc5c(c4)OCO5)ncnc32)cc1
5	-3	-1[16.7 µM]	4	4	1	-4.5	COC(=O)C[C@@H]1C[C@H]2c3cc(NC(=O)Nc4ccc(C(F)(F)F)cc4)ccc3O[C@H]2[C@H](CO)O1
·	-2	-2	·	-1	4	-1.2	O=C1C2CCCN2C(c2cccc(Br)c2)N1c1ccc(F)cc1 (configuration not stated)
2	1	-7	-3	3	3	2.2	Cc1ccc(-n2ncc3c(=O)[nH]c(SCC(=O)NCC4CCCO4)nc32)cc1 (configuration not stated)
0	2	4	-3	0	1	-1.5	Cc1cc(C)n(-c2ccc(C(=O)OCC(=O)Nc3ccc(S(N)(=O)=O)cc3)cc2)n1
-2	1	·	-5	19	4	-2.4	O=C(NCC1CCCO1)Nc1ccc2c(c1)OCO2 (configuration not stated)
-1	-1	14[16.7 µM]	0	9	1	-2.1	C[C@H](O)C#Cc1ccc([C@@H]2[C@@H](CO)N3CCCCN(CC4CC4)C[C@@H]23)cc1
-2	0	4	1	1	-2	3.0	NC(=O)c1ccc(NC(=O)COC(=O)CCN=C2NS(=O)(=O)c3ccccc32)cc1
3	4	5	-1	5	-1	0.3	Cc1ccc2[nH]nc(C(=O)N3CCCC(C(=O)c4ccc(Cl)cc4)C3)c2c1 (configuration not stated)
0	-1	·	-1	·	0	0.5	O=C(CC1C(=O)NCCN1Cc1ccc(-c2ccccc2)cc1)NCCOc1cccnc1 (configuration not stated)
-2	0	-3[16.7 µM]	2	?	-4	2.7	O=C(C[C@H]1CC[C@H]2[C@@H](COC[C@H](O)CN2S(=O)(=O)c2ccc(F)cc2)O1)NCC1CCCCC1
-2	-5	12[16.7 µM]	-1	10	2	-1.7	CCC(=O)N(C)C[C@@H]1Oc2cc(C#CC(C)C)ccc2S(=O)(=O)N([C@@H](C)CO)C[C@H]1C
-1	-1	-2[16.7 µM]	-4	-11	-1	2.9	CCC(=O)N(C)C[C@H]1Oc2ncc(C#C[C@H](C)O)cc2C(=O)N([C@@H](C)CO)C[C@H]1C
-1	-4	26	-6	2	-1	2.0	Nc1cc(S(=O)(=O)Nc2ccccc2Cl)ccc1N1CCCCC1
